From PubChem
CaV13 FRET inh: Disruptors of the CACNA1D IQ motif to Ca2+-dependent inactivation inhibitor domain association, primary screening, Förster resonance energy transfer in intact living …; HEK cells, CFP/YFP FRET ICDI-IQ, plate reader, 10 min; percent FRET-ratio fall versus neutral wells; inhibition, % at 12.3 µM; 0.098% of 340,000 active;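 active = mean replicate inhibition of at least 30% and at least 1% of replicates passing that level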;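 also: 0% = median of the neutral control wells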
PDI inh: inhibitors of human PDI, primary screen, biochemical, turbidity, single point, plate reader; Protein disulfide-isomerase (Homo sapiens), P07237; PDI insulin aggregation turbidity, A650, 90 min; inhibition, % at 10 µM; 0.052% of 350,000 active; AID 588391, 2011;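 active = mean inhibition across replicates of 30% or more, whatever share of single replicates reach that level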;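 also: absorbance from insulin aggregation driven by PDI reduction with DTT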
MC4R antagonist: MC4R antagonists of cAMP signaling, primary screen, cell-based, TR-FRET, antagonist arm of biased-ligand search; MC4R-expressing cells, MTII-stimulated cAMP, LANCE TR-FRET; inhibition, % at 6.5 µM; 0.48% of 360,000 active; AID 540295, 2011;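 active = inhibition above its plate's cutoff, the mean of tested wells on that plate plus 3 SD, cut at about 29% in these data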;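 also: 0% = Melanotan II alone and 100% = Melanotan II plus saturating MCL0020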
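System: U2OS cells stably expressing human melanocortin 4 receptor (MC4R). Reagent: Melanotan II challenge after compound preincubation. Doses: 6.5 µM. Times: 30-min compound, 1-h challenge, 1-h detection, room temperature. Measured by: TR-FRET with Eu-cAMP and labeled anti-cAMP, 671 nm. Replicates: singlicate.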
Cardio protect: cardioprotection against H2O2-induced cell death, primary screen, uHTS, H9c2 cells, ATPLite luminescence; H9c2 cardiomyocytes, H2O2 injury protection, 2 h; protection from H2O2 cell death, % at 20 µM; 0.63% of 360,000 active; AID 588492, 2011;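 active = compounds giving at least 50% protection of heart cells from peroxide-induced death in the single-dose screen, raw or plate-pattern-corrected value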;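 also: 0% = DMSO wells with peroxide and 100% = DMSO wells without peroxide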
N-glyco inh: increase of ERlucT glycosylation luciferase signal, primary screen, N-linked glycosylation inhibitor project, D54 ERlucT cells, luminescence, set 2; D54 ERlucT glycosylation luciferase reporter, 24 h; percent of 100 nM tunicamycin response; 0.23% of 360,000 active; reporter increase, % at 12.5 µM;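 active = mean luciferase reporter signal, scaled so untreated is 0 and the glycosylation-blocking control 100, at or above a set limit in every replicate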;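 also: luciferase carries N-glycosylation sites so blocking glycosylation raises the light; 0% = median of neutral control wells and 100% = median of 100 nM tunicamycin wells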
HTR2A ag: mouse Htr2a agonists via beta-arrestin recruitment, primary screen, cell-based, luminescence | 5-hydroxytryptamine receptor 2A (Mus musculus), P35363 | CHO-K1 mHTR2A beta-arrestin complementation; percent of 30 µM serotonin response | activation, % at 7.6 µM | 0.66% of 360,000 active | AID 624169, 2012;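 active = activation above a run cutoff, the mean activation of all tested compounds plus 3 SD, cut at about 14% in these data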;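 also: 0% = plate median of compound wells and 100% = 30 µM serotonin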
ABCB6 inh MLPCN: ABCB6 transporter inhibitors, primary screen, K562-ABCB6 cells, flow cytometry, MLPCN library; AID 602162, 2011; K562-ABCB6 porphyrin accumulation, 1 h; active compounds read low; fluorescence ratio to DMSO, % at 10 µM; 0.19% of 360,000 active; ATP-binding cassette sub-family B member 6 (Homo sapiens), Q9NP58;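 active = fluorescence ratio to DMSO below 75%, the collection mean minus 3 SD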;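 also: signal is porphyrin accumulated inside mitochondria; 100% equals median channel fluorescence of DMSO control wells; lower ratio means ABCB6 inhibition with less porphyrin fluorescence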
Target sequence (Q9NP58 whole entry, looked up): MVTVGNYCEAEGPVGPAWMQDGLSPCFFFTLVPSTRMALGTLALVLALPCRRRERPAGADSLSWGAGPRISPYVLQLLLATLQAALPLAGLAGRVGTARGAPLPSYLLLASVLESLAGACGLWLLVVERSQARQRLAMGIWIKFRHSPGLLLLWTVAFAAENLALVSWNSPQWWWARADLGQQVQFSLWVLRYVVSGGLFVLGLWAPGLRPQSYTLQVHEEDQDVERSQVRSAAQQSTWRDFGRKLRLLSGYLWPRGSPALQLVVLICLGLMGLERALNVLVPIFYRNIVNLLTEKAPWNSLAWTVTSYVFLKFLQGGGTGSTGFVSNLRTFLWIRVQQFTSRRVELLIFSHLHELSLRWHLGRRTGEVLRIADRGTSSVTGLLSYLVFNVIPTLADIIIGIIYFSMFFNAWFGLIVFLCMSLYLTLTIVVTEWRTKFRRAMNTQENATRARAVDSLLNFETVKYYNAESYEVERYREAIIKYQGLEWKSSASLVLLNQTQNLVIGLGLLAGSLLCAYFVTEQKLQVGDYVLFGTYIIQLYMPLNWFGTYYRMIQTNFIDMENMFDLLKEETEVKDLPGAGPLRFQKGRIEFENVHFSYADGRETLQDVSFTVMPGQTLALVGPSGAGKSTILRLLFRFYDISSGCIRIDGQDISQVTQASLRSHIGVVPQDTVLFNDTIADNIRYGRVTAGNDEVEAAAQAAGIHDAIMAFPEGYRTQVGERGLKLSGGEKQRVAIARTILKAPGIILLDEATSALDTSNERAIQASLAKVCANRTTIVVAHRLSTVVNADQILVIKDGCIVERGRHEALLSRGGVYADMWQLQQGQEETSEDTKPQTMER
Exocytosis inh: LAMP-1 surface exposure blockers, TALL-104 cells – cell-based, flow cytometry, MLPCN library, primary screen; 0.66% of 360,000 active; inhibition, % at 10 µM; TALL-104 LAMP-1 surface exposure; cells stimulated with thapsigargin and PMA;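 active = inhibition above about 55%, limit read from the data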
ABHD5-PLIN5 inh: ABHD5-PLIN5 interaction inhibitors, primary screen, cell lysate, split luciferase complementation, luminescence; Perilipin-5 (Homo sapiens) + 1-acylglycerol-3-phosphate O-acyltransferase ABHD5 (Homo …; Split G. princeps luciferase complementation, 4 h; inhibition, % at 4 µM; 0.78% of 360,000 active; AID 602281, 2012;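 active = inhibition above the mean inhibition across every tested compound plus 3 SD, cut at about 22% in these data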;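 also: 0% = DMSO only wells and the 100% control is not disclosed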
MC4R barr agon: MC4R agonists recruiting beta-arrestin, primary screen, cell-based, luminescence, agonist arm of biased-ligand search; U2OS MC4R beta-arrestin complementation; percent of melanotan II response, DMSO zero; activation, % at 8.9 µM; 0.98% of 360,000 active; AID 540308, 2011;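 active = activation above a per-plate cutoff, the mean activation of sample wells on that plate plus 3 SD, cut at about 8% in these data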
* hit, by the source's call; nt = not tested or not shown.

SMILES	CaV13 FRET inh	PDI inh	MC4R antagonist	Cardio protect	N-glyco inh	HTR2A ag	ABCB6 inh MLPCN	Exocytosis inh	ABHD5-PLIN5 inh	MC4R barr agon
O=C(COC(=O)[C@H](Cc1ccccc1)NC(=O)c1cccs1)Nc1cc(F)ccc1F	-5	-10	31*	4	0	-4	102	10	-9	2.6
Cc1ccc(NC(=O)COc2cccc3ccccc23)c(O)c1	-5	-9	1	-7	1	-1	82	-2	0	0.3
C=CCNc1nc(N(c2ccccc2)c2ccccc2)nc(-n2ccnc2)n1	-6	-7	7	-11	3	2	94	3	4	6.8
C=CCNC(=O)CSc1nc2ccccc2c(=O)n1CCc1ccc(OC)c(OC)c1	-1	-6	24	48	-1	11	97	4	0	-0.5
Cc1ccc(-c2ccc(=O)n(CCC(=O)N3CCN(c4ccccc4)CC3)n2)cc1	-4	-15	-5	8	3	-8	95	11	2	-1.5
COc1ccc(NC(=O)CSc2nc3nc(C)cc(C)n3n2)cc1	-2	10	5	-1	1	-1	102	-2	-3	-0.7
Cc1cccc(N2CC(C(=O)Nc3nnc(SCCC4OCCO4)s3)CC2=O)c1 (configuration not stated)	-6	8	3	3	3	8	107	0	-10	-2.6
O=C(O)CC(C(=O)O)c1cn(Cc2ccccc2)c2ccccc12 (configuration not stated)	nt	-11	4	7	-1	-2	101	-2	-4	-1.9
CN(CCNC(=O)c1cc2c(=O)n(C)c3ccccc3c2n1C)Cc1ccccc1	-4	nt	10	18	3	0	100	4	4	-0.2
c1nc(COc2nsnc2N2CCOCC2)cs1	-2	-6	2	-1	-1	4	106	4	-1	2.4
O=C(COC(=O)c1ccc(Cl)c(S(=O)(=O)N2CCCCC2)c1)NCc1ccco1	0	-2	11	3	2	-3	96	0	5	0.0
CCNC(=S)N/N=C/c1ccco1	-5	-5	-11	-4	2	-1	93	-6	-3	-2.4
O=C1C(=O)N(CCN2CCOCC2)C(c2ccc(Cl)cc2)/C1=C(/O)c1ccc(S(=O)(=O)N2CCOCC2)cc1 (configuration not stated)	nt	6	20	0	-1	-1	101	-12	-12	2.4
COc1cccc(N2CC(C(=O)Nc3nnc(SCC(=O)NCc4ccco4)s3)CC2=O)c1 (configuration not stated)	-2	12	-1	-4	0	1	100	-9	13	0.2
Cc1ccc(-n2nc(C)c3c(C)c(CCC(=O)NCc4ccccc4)c(C)nc32)cc1	-5	-13	2	-4	-6	0	101	6	3	-1.5
O=C(Nc1ncc([N+](=O)[O-])s1)C1CC(=O)N(c2ccc(F)cc2)C1 (configuration not stated)	-3	-4	19	-13	-1	6	99	7	10	1.6
NS(=O)(=O)c1ccc(CCNC(=O)CNC(=O)Cc2ccccc2)cc1	-20	3	8	-2	1	3	99	11	8	1.4
CCOC(=O)c1ccccc1NC(=O)COC(=O)CCC(=O)N1CCOCC1	-5	6	-8	-2	3	-8	100	-5	8	-1.6
CCOC(=O)CNC(=O)CSc1nc(-c2ccc(C)cc2)ns1	-2	-2	-1	-10	-1	2	102	-3	5	0.1
O=C(CSc1nc(-c2ccc(Cl)cc2)cs1)Nc1cccc([N+](=O)[O-])c1	-5	12	8	-32	-2	7	99	65*	2	0.0
COc1ccc(NS(=O)(=O)c2cc3c4c(c2)C(C)C(=O)N4CCC3)cc1 (configuration not stated)	-15	4	17	-3	-2	-3	97	-2	-7	-0.8
O=C(OCC(=O)N1CCN(C(=O)c2ccco2)CC1)c1cc(F)c(F)cc1Cl	-5	-8	1	0	0	3	96	0	-5	0.5
NC(=O)C1CCN(C(=O)CCc2ccsc2)CC1	-2	3	5	0	1	2	93	-5	5	-1.6
O=[N+]([O-])c1cccc(S(=O)(=O)Nc2cccc(-c3ccc(N4CCOCC4)nn3)c2)c1	-3	0	3	-7	0	-8	99	-8	-17	1.7
O=C(Nc1ccc(NC(=O)c2ccc([N+](=O)[O-])o2)cc1Cl)c1ccco1	-4	-3	6	-9	18	-10	111	-7	0	8.2
Cc1ccc(N2CC(C(=O)OCc3nc(N)nc(Nc4ccccc4C)n3)CC2=O)cc1 (configuration not stated)	-2	-5	8	2	2	2	96	10	11	0.2
CCN1CCN(c2nc3c(C)cccn3c(=O)c2/C=C(\C#N)S(=O)(=O)c2ccccc2)CC1	-8	-3	14	13	2	-3	95	4	6	4.5
COc1ccc2c(c1OC)C(=O)N1C2SC(C)(C)[C@H]1C(=O)NC1CCCC1 (some centres not stated)	nt	nt	24	10	2	6	100	-1	-6	2.3
COc1ccc(N(CC(=O)O)S(=O)(=O)c2c(C)n[nH]c2C)cc1	-4	2	1	-1	2	-1	111	0	-11	0.7
O=C(c1ccco1)N(Cc1cccc(F)c1)C1CCS(=O)(=O)C1 (configuration not stated)	-2	-17	3	-6	2	5	101	-2	4	-2.4
Cc1ccc(Nc2nc(CSc3nnc(-c4ccc(F)cc4)n3C)cs2)cc1	-6	0	19	-15	-1	-4	96	0	-6	-3.0
O=C(CCSc1nc2ccccc2o1)N1CCOCC1	-6	-9	19	-6	5	0	98	1	1	-0.9
COc1cc(NC(=O)CN2CCN(c3ccccc3O)CC2)c(C)cc1[N+](=O)[O-]	-5	-4	10	4	-1	2	94	-4	13	-0.7
Cn1c(=O)[nH]c(=O)c2c1nc(NCCCO)n2CCOc1ccccc1	-1	1	10	4	5	-2	101	-4	-1	-1.3
O=C(Nc1ccc2c(c1)OCCO2)C1c2ccccc2OCC(=O)N1C1CC1 (configuration not stated)	-4	nt	nt	nt	nt	-2	98	-6	-3	nt
Cc1c(C(c2ccc([N+](=O)[O-])cc2)c2c(C)n(C)n(-c3ccccc3)c2=O)c(=O)n(-c2ccccc2)n1C	-5	-3	4	9	2	3	102	-4	-4	-0.8
CCOC(=O)C1CCCN(C(=O)c2cnn3c(C(F)F)cc(-c4ccc(C)cc4)nc23)C1 (configuration not stated)	-2	17	-4	0	6	-8	85	-4	0	0.1
O=C(CSCc1cccc(Cl)c1)N/N=C/c1ccc(OCC(=O)N2CCCCC2)cc1	-5	2	18	-11	-5	-4	99	0	-3	1.8
O=C(Nn1c(C2CCC2)nc2ccccc2c1=O)c1cccs1	3	17	0	-4	0	-1	90	0	-2	0.0
CC(C)CC1NC(=O)C(CC(C)C)N(CO)C1=O (configuration not stated)	-5	0	9	0	-2	6	96	-2	6	-0.3
COc1ccc(C(CNc2ccc(S(=O)(=O)N3CCN(C)CC3)cc2[N+](=O)[O-])N(C)C)cc1 (configuration not stated)	-7	10	-2	-2	-3	-2	89	23	7	0.0
CN(CC(=O)Nc1cccc(F)c1)C(=O)c1ccc(C(=O)c2ccccc2)cc1	-5	-12	7	-13	-4	-3	95	-4	-2	-0.3
O=C(Nc1ccccc1)c1ccc(S(=O)(=O)NCc2cccnc2)cc1	-1	-5	-1	-5	-1	1	107	2	-9	-2.1
CN(CC(=O)NCc1ccccc1)Cc1ccc(Cl)cc1	-19	-5	-3	0	-2	-9	93	0	-3	0.7
COc1ccc(S(=O)(=O)N2CCCCCC2)cc1NC(=O)c1ccccc1F	-17	-5	-8	-18	-5	4	97	1	5	0.4
COC(=O)CNC(=O)c1cc(-c2ccncc2)nc2c(C)c(Cl)ccc12	5	9	8	4	-1	-2	93	21	10	4.7
Cc1ccc(NC(=O)CCc2nc3sc4c(c3c(=O)[nH]2)CCCC4)c(Br)c1	nt	2	8	5	0	3	94	2	4	0.4
Cc1ccccc1NC(=O)C1CC(=O)N(c2ccc3c4c(cccc24)CC3)C1 (configuration not stated)	-5	-8	-3	-1	1	8	99	1	-4	-0.5
CC1(C(=O)Nc2ccc3[nH]ncc3c2)CCN1C(=O)CCc1ccccc1 (configuration not stated)	-6	-2	13	0	-1	-1	96	4	6	-0.2
